# TDP1 cell noCPT: qHTS for Inhibitors of human tyrosyl-DNA phosphodiesterase 1 (TDP1): qHTS in cells in absence of CPT | 420,000 tested, 15% active | Potency, µM (titrated, usually from 46.2 µM), without a hit: at the highest dose activity change, negative = growth inhibition, usual class: inhibitors | DT40 Tdp1-/- hTDP1 cells, no CPT, ATP luminescence, 48 h; also: nearly all actives have a fitted effect of over 55% in size
#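 Readout: luminescence from CellTiter-Glo after 30 min in the dark at RT. Cells: DT40 Tdp1-/- with stable hTDP1, 400/well. Exposure: compounds alone, ≥48 hr, 37 °C.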
# DT40 TDP1 CPT: DT40-hTDP1 cell growth loss with CPT; chicken DT40 Tdp1-/-;hTDP1 cells + 20 nM CPT, ATP luminescence, 48 h; Potency, µM (series often up to 46.2 µM), for inactives: at the top dose activity change, negative = growth inhibition, hits mostly inhibitors; 420,000 tested, 12% active; AID 686979; also: nearly all actives have a fitted effect of over 55% in size
#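 Chicken DT40 Tdp1-/- cells complemented with human TDP1, 400 cells/well, exposed to compounds plus 20 nM camptothecin for at least 48 h at 37 C; viability read as ATP content by CellTiter-Glo luminescence.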
# GCN5L2 inh: blocks human GCN5L2 histone acetyltransferase. GCN5L2 HAT assay, ThioGlo1 CoA-SH fluorescence. 390,000 tested, 0.21% active. Potency, µM (top dose mostly 58.9 µM), for the others: top-dose activity change, negative = inhibition, usual class: inhibitors
# Target sequence (Q92830 whole entry, looked up): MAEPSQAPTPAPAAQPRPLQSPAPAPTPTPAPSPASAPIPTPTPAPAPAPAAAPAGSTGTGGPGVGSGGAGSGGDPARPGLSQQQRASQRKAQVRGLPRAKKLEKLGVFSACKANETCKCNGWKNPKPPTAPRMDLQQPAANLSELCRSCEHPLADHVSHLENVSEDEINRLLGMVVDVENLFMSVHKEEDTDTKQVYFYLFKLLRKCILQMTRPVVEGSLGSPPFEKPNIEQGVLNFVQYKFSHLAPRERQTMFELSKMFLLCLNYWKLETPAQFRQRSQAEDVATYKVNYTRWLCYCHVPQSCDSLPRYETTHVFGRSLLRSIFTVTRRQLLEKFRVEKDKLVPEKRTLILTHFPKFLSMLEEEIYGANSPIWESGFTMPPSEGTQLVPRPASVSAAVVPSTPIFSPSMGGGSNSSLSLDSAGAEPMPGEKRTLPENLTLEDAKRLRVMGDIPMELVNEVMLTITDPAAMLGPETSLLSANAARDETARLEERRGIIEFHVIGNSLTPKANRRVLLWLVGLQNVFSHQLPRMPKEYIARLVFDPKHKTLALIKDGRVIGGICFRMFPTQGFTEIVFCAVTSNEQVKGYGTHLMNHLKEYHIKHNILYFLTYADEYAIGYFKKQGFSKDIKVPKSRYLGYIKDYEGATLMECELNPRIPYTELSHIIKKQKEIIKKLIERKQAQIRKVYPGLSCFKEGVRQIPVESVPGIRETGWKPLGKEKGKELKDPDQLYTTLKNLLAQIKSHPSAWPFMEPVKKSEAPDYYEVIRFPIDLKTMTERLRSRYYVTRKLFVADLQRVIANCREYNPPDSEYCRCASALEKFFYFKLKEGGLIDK
#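 Fluorescence readout, Ex340nm/Em540nm: ThioGlo1 (50uM final) reacts with free CoA thiol released as 20nM GCN5L2 acetylates H3(1-25) peptide (75uM) using acetyl-CoA (70uM). Compound and enzyme sat 15 min beforehand; 20 min room-temperature reaction.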
# Active calls of the source: *; ? = inconclusive; · = no result given; & = joins results of further samples; [ ] = remark or other dose. Calls follow the shape of the dose curve; as a rule, active = well fitted curve in the direction sought with a large enough effect; inconclusive = small, poorly fitted or top-dose-only effect, or another doubt; inactive = no such curve, though single readings can be large; an effect the other way counts as inactive or inconclusive. % is scaled to controls: 0 for no effect and ±100 for the full control effect; potency is read from the fitted curve at half-maximal effect. A portion of the library (hit frequency here may not be typical).
SMILES,TDP1 cell noCPT,DT40 TDP1 CPT,GCN5L2 inh
COC(=O)C1(C)NC(c2ccccc2F)C2C(=O)N(c3ccccc3)C(=O)C21 (centres undefined),-2%,-4%,1%
Fc1cccc(-c2nnn3c2nc(NCc2ccc4c(c2)OCO4)c2ccccc23)c1,?,-7%,-4%
Cc1cccc(N=Nc2ccc(O)c3ncccc23)c1,6.5µM*,7.3µM*,-1%
CC(C)(C)c1ccccc1OCC(=O)NCCC(=O)O,0%,-3%,0%
CC(C)(C)c1ccc(C(=O)NCC(=O)N2CCCCCC2)cc1,?,?,-7%
O=c1[nH]c(CSc2nnc(-c3ccccc3)n2C2CCCCC2)nc2ccccc12,21µM*,?,-6%
Cc1onc(-c2c(F)cccc2Cl)c1C(=O)NC1=NCCS1,?,-23%,2%
COCC(=O)N(Cc1cc2cc(C)ccc2[nH]c1=O)c1ccccc1,-5%,-24%,-1%
CN(C)C(=O)CSc1nc2ccc(C(=O)c3ccccc3)cc2[nH]1,?,-6%,-5%
CCn1cc(Cl)c(C(=O)NNC(=O)CCn2nc(C)c([N+](=O)[O-])c2C)n1,-3%,-32%,-2%
Cc1cc(F)c(F)c(C(=O)N2CCCCC2C)c1Cl (centres undefined),-18%,1%,-1%
COCCn1c(N)c(N(Cc2ccccc2)C(=O)CSCC(=O)Nc2ccc(OC)cc2)c(=O)[nH]c1=O,-4%,-4%,1%
Cc1cccc(-n2nnc(C(=O)Nc3ccc(F)cc3)c2N)c1,?,?,0%
O=C(NCCCN1CCCC1=O)NC12CC3CC(CC(C3)C1)C2,-15%,-3%,0%
COc1ccc(C(=O)CSc2nnc(CNC(=O)c3ccc(OC)c(OC)c3)n2C)cc1,-20%,-13%,1%
C=CCNC(=S)NNC(=O)C(CCCC)CC(C)O (centres undefined),?,?,-6%
N#CCCN(CCC#N)C(=O)COc1ccc(Cl)cc1Cl,-5%,-3%,3%
CC1CCCCC1NS(=O)(=O)c1ccc(S(=O)(=O)N2CCN(CCC#N)CC2)cc1 (centres undefined),-20%,-26%,0%
Cc1nc(-c2ccc(F)cc2)c(CC(=O)N2CCN(S(=O)(=O)c3cccc([N+](=O)[O-])c3)CC2)s1,?,?,-25%
CCOc1ccc(S(=O)(=O)N(C)CC(=O)NC2CC2)cc1,-4%,3%,-12%
CCN(C(=O)CC(C)C)c1nnc(Cn2nnc3ccccc32)s1,21µM*,?,-16%
O=C(COC(=O)C1CCN(c2ccc(C(F)(F)F)cn2)CC1)Nc1ccc(F)cc1[N+](=O)[O-],-20%,?,-18%
CCN1CNC(=S)N(c2cccc(C)c2)C1,?,-8%,-1%
Cc1onc(-c2ccccc2)c1C(=O)NNC(=S)NC(=O)c1ccc2c(c1)OCO2,1.6µM*,-94%,-1%
COc1ccc2c(c1)c1c(c(=O)n(-c3cccc(C)c3)c(=O)n1CC(=O)NCCC1=CCCCC1)n2C,-27%,-12%,-10%
C/C(N)=C(\C#N)C(=O)NCCc1ccccn1,15%,0%,0%
COC(=O)CSc1nnc(-c2ccc(OC)c(OC)c2)o1,-11%,5%,-2%
O=C(Nc1cccnc1Cl)c1cc(-c2ccco2)on1,-3%,4%,-14%
CCOc1ccccc1C(=O)NN1C(=O)C2CCCCC2C1=O (centres undefined),-1%,-8%,-6%
COc1cc(OC)cc(C(=O)N2CCC(C(=O)Nc3ccc4c(c3)OCCO4)CC2)c1,?,?,0%
COc1ccccc1CNC(=O)C1CCN(S(=O)(=O)c2ccc3c(c2)OCCO3)CC1,-18%,1%,-8%
CCCN(C(=O)CSc1nc2c(cnn2-c2ccccc2)c(=O)[nH]1)C1CCS(=O)(=O)C1 (centres undefined),?,?,-3%
COc1ccc(/C=C/c2n[nH]c(=O)c(C#N)c2C)cc1,?,4%,-7%
O=C(CCCN=C1NS(=O)(=O)c2ccccc21)OCC(=O)c1ccc(F)cc1,-16%,2%,18%
COc1ccccc1N1CCN(C(=O)c2cc(-c3ccc(Cl)c(Cl)c3)on2)CC1,?,?,-7%
Oc1[nH]c2ccccc2c1C=Nc1ccc2c(c1)OCCO2,?,?,-15%
O=C(c1cccc(Br)c1)N1CCN(c2ccccn2)CC1,-24%,-18%,·
CCOC(=O)CNC(=O)CSc1ncnc2c1cnn2-c1ccccc1,-15%,1%,3%
CC(=O)Nc1cc(NC(C)=O)cc(C(=O)OCC(=O)N2CC(C)OC(C)C2)c1 (centres undefined),0%,19%,2%
Oc1ccc(/C=N/n2c(-c3ccccc3)n[nH]c2=S)cc1,?,?,-13%
CCc1ccc(NC(=O)CN(c2ccc(OC)cc2)S(=O)(=O)c2c(C)[nH]c(=O)[nH]c2=O)cc1,0%&-15%,-13%&5%,-4%&-4%
CCOC(=O)c1c(NC(=O)c2cc(-c3ccc(OC)c(OC)c3)on2)sc(C)c1C,10%,-7%,-5%
C=CCNC(=O)c1onc(CSc2cccc(Cl)c2)c1C(=O)O,-6%,-2%,-10%
COC(=O)c1sccc1NC(=O)Nc1ccc(Cl)c(Cl)c1,?,?,-18%
CN(C)c1ccc(/C=N/NC(=O)CCCO)cc1,-6%,1%,-15%
CCOc1ccc(NCCC#N)cc1,-3%,4%,36%[activator]
C=CCn1c(=O)c2c3c(sc2n2c(Nc4ccc(C(=O)OCC)cc4)nnc12)CCCC3,12µM*,13µM*,-4%
O=C(c1ccc(N2C(=O)c3ccccc3C2=O)cc1)N1CCN(S(=O)(=O)c2ccccc2F)CC1,-28%,-2%,·
CC(C)COP(=O)(c1ccc(N(C)C)cc1)C(O)c1ccncc1 (centres undefined),-18%,-3%,-5%
CCC(Sc1ccc2nnc(-c3cccnc3)n2n1)C(=O)OC (centres undefined),?,-7%&-17%,-4%
CCCn1c(N)c(C(=O)CN(C)CC(=O)Nc2c(C)cc(C)cc2C)c(=O)[nH]c1=O,?,-16%,4%
CCOc1ccc2[nH]c3c(=O)n(CCc4ccc(OC)cc4)cnc3c2c1,-9%,0%,-4%
CC(C)(C)C(=O)/C(C#N)=C/c1ccc(O)cc1,-9%,-4%,-16%
CCOc1ccccc1NC(=O)NNC(=O)COc1cccc(C)c1C,?,-21%,-24%
Cc1ccc(C(=O)NCCn2c(N)c(C#N)c3nc4ccccc4nc32)cc1,-16%,-7%,?
Cc1ccc(C(=O)n2nc(-c3ccccc3)nc2NCc2ccco2)cc1,-3%,-2%,-16%
CCc1ccc(CCC(=O)Nc2sc(C)c(C)c2C(=O)OC)o1,-20%,?,-2%
C=CCn1c(SCC(=O)Nc2cc(C)c(Cl)cc2OC)nnc1-c1ccco1,?,-15%,-1%
O=S(=O)(NCCc1ccccc1)c1ccc(F)cc1,?,-4%,1%
COc1cccc(NS(=O)(=O)c2ccc3c(c2)CCN3C(C)=O)c1,7.3µM*,7.3µM*,0%

# Remaining list, next part:
SMILES,TDP1 cell noCPT,DT40 TDP1 CPT,GCN5L2 inh
O=C1c2oc3ccc(F)cc3c(=O)c2C(c2cccc([N+](=O)[O-])c2)N1CCCN1CCOCC1 (centres undefined),-18%,-8%,-4%
CCC(CC)C(=O)c1c[nH]c(C(=O)NCCCN2CCOCC2)c1,-5%,-5%,-4%
O=C1NC[C@@H](CCCCN2CCN(CCc3ccc(O)cc3)C(=O)C2=O)N(CCC2CCCCC2)C1=O,2%,-2%,·
COc1ccccc1NC(=O)c1nn(-c2ccc(F)c(F)c2)ccc1=O,-29%,18%,-5%
CCOCCCNC(=S)Nc1cc(C)cc(C)c1,-6%,-14%,-2%
Cc1cc2cc(C)c(NCCNC(=O)c3ccccc3F)nc2cc1C,?,?,-4%
Cc1ccc(Cl)cc1N1CCN(C(=O)c2ccc3nc[nH]c3c2)CC1,?,?,-3%
COc1ccccc1NC(=O)COc1ccc2ccccc2c1,0%,?,?
CCOC(=O)C(C)Sc1nnc2ccc3ccccc3n12 (centres undefined),?,-1%,-7%
COc1ccc(S(=O)(=O)N2CCCC(C(=O)NCc3cccnc3)C2)cc1 (centres undefined),?,-8%,-1%
Cc1nnc(SCc2nnc(-c3cccs3)o2)s1,1%,21%,-11%
O=C(Nc1cccc(-c2nc3ccccc3s2)c1)c1ccc2c(c1)OCO2,?,?,-1%
Cn1c(CN2CCCCC2)nc2cc([N+](=O)[O-])ccc21,-25%,0%,-6%
CO/N=C(/COc1ccc(F)cc1)c1ccc(OC)cc1,0%,12%,-6%
NS(=O)(=O)c1cccc(NC(=O)CCSc2ccc(Cl)cc2)c1,12µM*,?,-5%
N#Cc1ccc(C(=O)OCC(=O)N2CCOCC2)cc1,3%,9%,1%
COc1cc(Cc2ccc(N)c(OC)c2)ccc1N,-13%,?,-2%
CCOC(=O)C1=CCN(S(=O)(=O)c2ccc(C)cc2)C1c1cccc(Br)c1 (centres undefined),?,16µM*,·
CC(=O)OCC1=C(C(=O)O)N2C(=O)C(NC(=O)CCn3nc(C)c(Cl)c3C)C2SC1 (centres undefined),13%,14%,-2%
O=C(OCC1OC2C(Oc3nc(=O)ccn32)C1O)c1ccccc1 (centres undefined),-11%,-2%,-16%
N/C(=N\OC(=O)Cc1cccs1)c1ccccc1,-29%,-3%,-7%
CCN(C[C@H]1N[C@@](CC)(C(=O)OC)[C@H]2C(=O)N(Cc3ccccc3)C(=O)[C@@H]12)S(=O)(=O)c1ccc(C(F)(F)F)cc1,18µM*,?,-9%
Cc1ccc(NC(=O)c2ccc(Br)o2)c([N+](=O)[O-])c1,-16%,-10%,·
CC(=O)OCC1OC(OCc2cn(C[C@H]3CC[C@@H]([C@@H]4CC[C@H](Cn5cc(COC6OC(COC(C)=O)C(OC(C)=O)C(OC(C)=O)C6OC(C)=O)nn5)O4)O3)nn2)C(OC(C)=O)C(OC(C)=O)C1OC(C)=O (some centres undefined),26%,6%,-2%
O=C(NCc1ccc(Cl)cc1)C1CCC(CNc2c(N3CCOCC3)c(=O)c2=O)CC1 (centres undefined),0%,?,-2%
O=C1OCCN1S(=O)(=O)Nc1ccccc1,-8%,-11%,-1%
CCOc1ccc(NC(=O)Cn2c(=O)n(CCCC(=O)NCCc3ccc(Cl)cc3)c(=O)c3ccccc32)cc1,?,?,-4%
COc1ccc(C(=O)NCCCNC(=O)c2ccc(C)nc2)cc1,-18%,4%,-1%
Cc1nc(NS(=O)(=O)c2ccccc2)sc1C(=O)NN,-17%,3%,0%
COc1ccc(OC)c(S(=O)(=O)N2CCc3ccccc32)c1,-30%,-13%,-1%
O=C(CCC1CCCC1)NNC(=O)c1ccc(F)cc1,-4%,-1%,-4%
O=C(NCCS(=O)(=O)N1CCN(Cc2ccccc2)CC1)c1ccc(F)cc1,?,?,3%
O=C1NC[C@@H](Cc2ccc(O)cc2)N(CCCCC2CCCCC2)C1=O,?,-19%,·
Fc1cccc(Cc2c(-c3ccccc3)nc3ccc(Br)cn23)c1,?,?,·
COc1ccc2c(CC(=O)Nc3nccs3)coc2c1,-18%,-4%,1%
CCCCn1c(N)c(N(CCC(C)C)C(=O)c2c(C)noc2C)c(=O)[nH]c1=O,-22%,4%,0%
N#CCc1ccc(NS(=O)(=O)c2ccc(C3CCCCC3)cc2)cc1,15µM*,23µM*,-21%
Cn1c(=O)c2[nH]c(-c3ccccc3Cl)c(O)c2n(C)c1=O,-15%,2%,0%
c1ccc2[nH]c(CN3CCN(c4ncnc5c4oc4ccccc45)CC3)nc2c1,23µM*,23µM*,-7%

# Screening results (PubChem BioAssay)
